# Compound activity: PubChem BioAssay, several laboratories
# GSK3B inh: human GSK3beta kinase inhibition; P49841; GST-GSK3beta kinase, ADP-Glo luminescence, 60 min; active compounds read low; activity score (negative = inhibition), % at 10 µM; 300,000 compounds, 0.038% hits;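 active = more than half of replicate wells score below -50%, meaning over 50% inhibition versus plate controls; inconclusive = some replicates but at most half score below -50%; inactive = no replicate scores below -50%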;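 note: 0% = median DMSO wells and -100% = median GW8510 positive control wells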
# Target sequence (P49841 whole entry, looked up): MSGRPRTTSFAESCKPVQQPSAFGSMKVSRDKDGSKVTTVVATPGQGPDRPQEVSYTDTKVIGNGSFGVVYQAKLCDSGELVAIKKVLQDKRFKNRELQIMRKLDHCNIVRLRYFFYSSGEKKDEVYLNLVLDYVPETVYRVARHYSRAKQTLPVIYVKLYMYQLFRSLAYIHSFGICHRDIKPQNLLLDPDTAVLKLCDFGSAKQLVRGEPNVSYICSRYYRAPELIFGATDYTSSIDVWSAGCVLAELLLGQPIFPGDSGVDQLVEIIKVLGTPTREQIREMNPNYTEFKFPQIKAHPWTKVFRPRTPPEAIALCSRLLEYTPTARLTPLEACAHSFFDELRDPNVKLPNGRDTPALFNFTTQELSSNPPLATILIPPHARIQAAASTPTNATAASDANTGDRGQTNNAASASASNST
#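 Test system: GST-tagged human GSK3beta kinase, cell-free; evaluation: activity score scaled between in-plate DMSO and GW8510 controls; measured by: ADP-Glo luminescence; incubation: 60 min reaction, RT; benchmarks: DMSO and 20 µM GW8510; reagent: peptide substrate plus 25 µM ATP (final); medium: Tris/MgCl2 kinase buffer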
# HSP90 refold inh: inhibitors of HSP90 luciferase refolding in rabbit reticulocyte lysate | luciferase refolding luminescence, 3 h | inhibition, % at 5.6 µM | 290,000 compounds, 0.91% hits | AID 1789;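 active = inhibition above the screen-wide mean plus 3 SD, computed separately per campaign, cut at about 16% in these data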;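 note: 0% = DMSO wells and 100% = 60 µM geldanamycin wells; inhibitors lower the luminescence because luciferase stays unfolded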
# Platelet DG rel: modulates dense granule release in human platelets | human platelet-rich plasma, SFLLRN dense granule ATP release, luminescence | inhibition, %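 (compounds screened at 7.5 µM in platelet-rich plasma)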 | 300,000 compounds, 0.22% hits | AID 1663;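 active = mean replicate score, as percent of positive control, at or above 50; inconclusive = mean below 50 but at least one replicate at or above 50; inactive = mean and every replicate below 50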
# GSK3A inh: blocks human GSK-3 alpha kinase. P49840. AID 2650. ADP-Glo luminescence, 60 min. 320,000 compounds, 0.1% hits. inhibition, % at 10 µM;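 in the data active = inhibition above about 50%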;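 note: GST-tagged GSK-3 alpha with peptide substrate and 25 µM ATP; 0% = DMSO neutral wells and 100% = GW8510 positive control wells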
# Target sequence (P49840 whole entry, looked up): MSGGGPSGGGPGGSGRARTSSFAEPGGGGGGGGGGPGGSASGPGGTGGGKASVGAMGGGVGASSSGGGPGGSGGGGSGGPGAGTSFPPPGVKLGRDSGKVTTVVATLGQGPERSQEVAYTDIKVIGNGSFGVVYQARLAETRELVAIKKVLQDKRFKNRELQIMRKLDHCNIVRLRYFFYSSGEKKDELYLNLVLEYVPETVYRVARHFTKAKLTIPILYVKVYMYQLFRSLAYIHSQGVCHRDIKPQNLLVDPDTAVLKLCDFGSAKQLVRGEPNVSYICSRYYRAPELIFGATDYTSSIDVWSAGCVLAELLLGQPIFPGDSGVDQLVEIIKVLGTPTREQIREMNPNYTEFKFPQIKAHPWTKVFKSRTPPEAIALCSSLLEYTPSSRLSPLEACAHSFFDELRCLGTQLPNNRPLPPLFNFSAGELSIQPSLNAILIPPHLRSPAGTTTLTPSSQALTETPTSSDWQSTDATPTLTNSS
# KLF5 inhibitor: inhibitors of KLF5 expression; AID 1700; inhibition, % at 5 µM; 290,000 compounds, 0.23% hits; DLD-1 KLF5 promoter-luciferase reporter, luminescence;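 active = inhibition above a per-plate limit of that plate's mean compound inhibition plus 3 SD, cut at about 60% in these data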;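 note: 0% = DMSO wells and 100% = LY294002 at 200 µM; higher means less KLF5 promoter-driven luciferase light; inactives centre near -14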
# HSF-1 act: increases HSF-1 driven luciferase reporter signal; NIH3T3-HGL HSF-1 luciferase reporter, MG132, 8 h; 100% = twice DMSO control signal; activation, % at 9 µM; 300,000 compounds, 1.7% hits; AID 504408;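 active = mean replicate activation of at least 50% with a set share of replicates each reaching 50%; inconclusive = only one of those two conditions met; inactive = mean below 50% and too few replicates reaching it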;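 note: 0% = median of the neutral control wells and 100% = twice that signal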
# IEC-6 cytotox: IEC-6 cytotoxicity, counter-screen for KLF5 inhibitors | luminescence viability | 290,000 compounds, 0.78% hits | inhibition, % at 5 µM; in the data active = inhibition above about 22%;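 note: 0% = plate median of test compound wells and 100% = cytotoxic reference compound wells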
# aSyn UTR inh: MLPCN primary screen, SNCA 5' untranslated region; alpha-synuclein 5'UTR reporter, inhibitor activity; inhibition, % (tested at 7.5 µM); 300,000 compounds, 0.82% hits; AID 1813; in the data active = inhibition above about 60%; inconclusive = no clear call, values can overlap the other calls;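 note: H4 neuroglioblastoma cells stably carrying SNCA 5'UTR luciferase fusion; 0% = DMSO wells and 100% = positive control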
# HSF1 inh: HSF1 inhibition; 300,000 compounds, 0.77% hits; NIH3T3-HGL HSE-luciferase, MG132-induced, luminescence 8 h; active compounds read low; AID 2098; activity change, negative = inhibition, % at 7.5 µM (by protocol);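 active = more than half of replicate wells show activity change below -50%, luminescence cut by over half; inconclusive = some wells, but at most half, below -50%; inactive = no replicate well below -50%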;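 note: luciferase reports HSF-1 transcriptional activity via heat shock element; 0% = median of DMSO wells and -100% = zero luminescence signal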
# Dyrk1A ADPGlo: Dyrk1A (rat) kinase inhibition. 310,000 compounds, 0.43% hits. Q63470. inhibition, % at 12.5 µM. AID 504441. ADP-Glo luminescence, NFATc1 peptide; in the data active = inhibition above about 50%;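 note: plate controls were vehicle with enzyme for no effect and no enzyme for full effect; many of its hits are not listed in these tables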
# * hit, by the source's call; u = inconclusive; x = not tested or not shown.
SMILES,GSK3B inh,HSP90 refold inh,Platelet DG rel,GSK3A inh,KLF5 inhibitor,HSF-1 act,IEC-6 cytotox,aSyn UTR inh,HSF1 inh,Dyrk1A ADPGlo
COC(=O)c1ccc(Nc2cc(C)nc3ccc(C)cc23)cc1,0.8,3.8,-2.7,-2.2,35.0,4.2,26.1*,53.2,-1.5,7.5
CCN(c1ccccc1)S(=O)(=O)c1ccc(Cl)c(C(=O)OCC(=O)c2[nH]c(C)c(C(C)=O)c2C)c1,-3.4,2.5,18.1,-1.8,8.8,9.3,2.8,6.3,-3.8,9.6
Cc1cc(NC(=O)CSc2nnc3c(C)cc4ccccc4n23)no1,-1.7,3.2,2.1,-1.9,-3.3,31.6,6.1,6.9,2.1,2.3
COc1ccc(NC(=O)COC(=O)Cn2nnc3ccccc32)cc1,-1.0,-2.8,-3.9,-1.5,-28.3,-8.0,-3.0,-0.1,-11.5,-7.2
N/C(=N\OC(=O)CCC1CCCCC1)c1cccnc1,-1.3,-0.6,9.7,0.6,-23.1,22.9,-0.8,-30.2,2.6,1.0
Fc1cccc(CN2CCC(Cc3ccccc3)CC2)c1,-0.6,1.0,-6.4,0.2,-7.9,-10.2,1.2,8.2,-4.2,x
COC(=O)Cc1[nH]c(Cl)nc1C(N)=O,-1.3,-0.9,5.8,2.1,-8.9,5.2,-3.7,1.8,-6.7,x
Cc1ccc(-c2nnc(SCC(=O)NNC(=O)COc3ccccc3C)n2C)cc1,-1.9,-3.8,22.8,-2.1,-32.4,-16.7,5.2,-14.2,-0.5,-9.0
COc1ccc(Cl)cc1NC(=O)CSc1nc2sccc2c(=O)[nH]1,-0.3,0.8,-0.1,7.8,-23.0,30.1,0.5,8.6,20.1,1.4
O=C(Nc1cccc(C(=O)N2CCCC2)c1)c1ccccc1Cl,-0.6,6.9,-3.9,-1.8,-11.3,28.8,3.9,-33.2,1.6,3.3
O=C(c1ccc(Cl)cc1)c1c[nH]c(C(=O)NNc2cccc(Cl)n2)c1,0.6,-3.0,-0.1,-2.1,-8.9,8.7,6.1,28.1,3.2,-1.5
Cc1cc(C(=O)Nc2ccc(C#N)cc2)on1,-0.9,6.7,-0.5,-3.1,-6.6,-10.1,5.7,4.5,9.0,9.2
O=C(NC1CC1)c1ccc(Cl)c(S(=O)(=O)N2CCOCC2)c1,-0.6,-5.3,-0.3,-0.3,-12.3,26.9,-5.0,4.6,1.6,-8.2
COCC(C)NC(=O)CSc1nnc(-c2cccc(S(=O)(=O)N3CCCCC3)c2)o1 (stereo not drawn),-1.2,3.8,19.0,-0.4,-17.6,-14.3,0.0,4.8,0.6,8.2
COc1ccc(/C=C/C(=O)Nc2ccc3c(c2)CCC3)cc1OC,-0.2,-0.6,-5.7,0.3,-35.7,37.1,2.1,-36.9,34.4,-2.2
O=C(OCc1cc(=O)n2cc(Br)ccc2n1)C1COc2ccccc2O1 (stereo not drawn),-1.6,0.0,3.6,-1.4,-10.9,-58.6,-1.8,6.5,-49.2,7.3
CCOC(=O)c1[nH]c2ccccc2c1NC(=O)CN(C)C,-0.3,-1.2,-5.8,-0.1,-3.5,3.0,-1.6,6.6,2.1,-2.2
CCOc1ccc(OCCSc2nc3ccccc3n2CC(=O)O)cc1,0.5,0.4,4.4,0.9,-54.6,-49.8,0.7,-2.2,-36.3,3.0
COCC(=O)n1nc(-c2ccccc2)nc1NCc1ccccc1,x,-1.0,x,x,-126.3,x,-4.6,x,x,0.9
Nn1c(SCC(=O)NCc2ccccc2)nnc1C1CC1,-1.9,-0.1,7.3,-4.0,-10.0,52.3*,0.1,2.5,12.5,2.1
O=C(Nc1ccc(N2CCN(C(=O)c3ccccc3)CC2)cc1)c1ccc2c(c1)OCCO2,-0.3,-0.5,13.3,-3.1,-92.7,10.2,6.6,-42.1,6.7,45.4
CCn1c(SCC(=O)NC2CCS(=O)(=O)C2)nnc1-c1ccccc1 (stereo not drawn),0.1,0.2,18.4,-2.3,18.8,0.5,1.3,-3.3,-6.6,x
O=C(Nc1ncccc1O)c1ccc2c(c1)OCCO2,-1.9,x,5.0,-0.2,x,19.7,x,-222.2,10.2,-0.1
COc1ccnc(Oc2ccc(F)cc2)c1C(=O)N/C=N/OCc1ccccc1,2.5,0.4,-4.4,-0.9,-12.1,16.9,3.8,2.1,-0.7,4.3
COc1ccc(-c2nn(-c3ccccc3)cc2C2CC(c3cccs3)=NN2C(=O)CCCC(=O)O)cc1 (stereo not drawn),0.8,2.1,-7.0,-4.1,20.4,13.8,-2.3,17.3,5.7,-5.4
SMILES,GSK3B inh,HSP90 refold inh,Platelet DG rel,GSK3A inh,KLF5 inhibitor,HSF-1 act,IEC-6 cytotox,aSyn UTR inh,HSF1 inh,Dyrk1A ADPGlo
Cc1nc2c(Cl)c(C)nn2c2c1CCC2,1.0,-3.9,5.6,0.5,-3.6,-1.7,-0.1,16.2,-4.3,x
COc1ccc(S(=O)(=O)NCCc2c(C)nn(C)c2Oc2ccccc2)cc1,-1.9,0.2,-2.7,0.6,28.1,12.1,-3.0,13.7,0.5,-1.9
COCc1cc(C)nc(OCC(=O)N/N=C/c2ccc(C)cc2)c1C#N,2.3,-1.7,-3.3,0.7,-36.0,2.5,1.3,-25.3,-0.1,3.9
COc1ccccc1CCNC(=O)CSc1ccc(-c2cccs2)nn1,-0.3,-3.3,0.5,-3.4,-11.5,-7.9,-5.1,18.2,6.9,-10.4
CSc1nc2ncc(-c3ccsc3)c(N)n2n1,-2.0,-4.0,-3.6,-0.2,-19.3,2.6,-2.8,-62.1,2.9,-2.2
CCN(CC)C(=O)C1=C(C)NC(=S)NC1c1cccs1 (stereo not drawn),2.4,-0.7,6.3,-2.5,-14.7,6.0,-2.2,-5.4,-5.4,2.1
O=C(N/N=C/c1ccc(O)c(O)c1)c1cc(-c2ccccc2)nc2ccccc12,0.9,0.7,-3.0,0.3,-28.1,5.0,5.0,18.5,-0.9,-4.5
Cc1cc(Nc2ccccc2)n(CCO)n1,-1.0,3.6,3.1,-3.1,-21.8,9.2,1.2,8.7,-1.4,-0.9
CCOc1ccc(NC(=O)CN(C)C(=O)CN2C(=O)C3CC=CCC3C2=O)cc1OCC (stereo not drawn),4.3,x,8.0,-1.8,x,-2.3,x,-3.8,-2.9,-4.6
Cc1cc(C(=O)Nc2nc3ccc(Cl)cc3s2)nn1C,-3.1,-10.6,-8.0,-1.4,-148.0,35.4,-5.3,-128.0,17.8,x
CC(C)(C)C(=O)Cn1c(=O)n(CC2CCCO2)c(=O)c2ccccc21 (stereo not drawn),1.2,-1.2,12.2,0.0,-13.1,-13.2,-5.3,-23.8,-5.7,8.0
CCC(Oc1ccccc1)C(=O)Nc1ccc(S(=O)(=O)N2CCOCC2)cc1 (stereo not drawn),-0.4,-4.8,0.3,4.6,5.5,-9.5,-1.9,-3.0,7.8,5.1
Cn1c2c(c(O)c(-c3ccccc3)c1=O)C(=O)CC(C)(C)C2,-3.4,-2.8,8.2,-2.4,-0.2,-12.1,-2.3,12.1,-4.4,-7.8
Cc1ccc(NC(=O)N2CCCC2c2cccs2)cc1 (stereo not drawn),2.9,0.6,2.3,-0.4,-21.2,2.6,3.1,-34.8,-8.7,3.6
O=C1CNC(=S)N1CCc1ccccc1Cl,1.1,-2.6,-8.9,-1.2,-16.3,6.5,-2.3,7.0,-3.2,0.2
CCN1C(=O)/C(=c2\sc3nc(=O)c(Cc4ccccc4)nn3c2=O)c2ccccc21,3.9,-3.7,-15.8,-5.5,-36.8,-0.8,-3.3,-12.6,-1.7,1.6
CN(CC(=O)Nc1ccc(F)cc1)C(=O)c1ccc(-c2ccc(Cl)cc2)o1,-1.1,-0.1,7.6,0.0,-31.1,8.7,-2.5,8.1,2.2,-2.1
COCCCN1C(=O)c2ccc(C(=O)OCC(=O)NCc3ccccc3OC)cc2C1=O,-1.6,-3.6,-10.8,-0.1,-3.5,-11.6,0.8,-0.4,-4.0,-3.1
CC(C)CCNC(=O)C(=O)NCCC1=CCCCC1,-0.5,-5.0,-11.3,0.0,-14.1,3.9,-1.9,-55.8,-2.8,-8.3
CCOc1ccc(NC(=O)CSc2nc(=O)n(Cc3ccccn3)c3c2CCC3)cc1,-3.3,x,-4.1,-1.7,x,-5.0,x,9.7,1.1,-5.9
CC1(C(=O)Nc2ccc3c(c2)OCO3)CC1(Cl)Cl (stereo not drawn),0.6,-2.8,15.1,-0.7,-24.0,8.3,-5.0,-28.8,4.6,x
O=C(NNC(=O)C1CC=CCC1)c1ccccc1Cl (stereo not drawn),-3.0,-4.4,1.1,-0.7,-27.9,2.6,-4.4,-47.4,-2.3,5.9
CN1CCN(C(=O)C2=C[C@@H](c3ccc(C(F)(F)F)cc3)C[C@@H](OCc3ccc(CO)cc3)O2)CC1,2.7,11.4,1.8,-3.6,13.0,1.1,3.6,2.7,-1.5,0.7
C[n+]1ccccc1/C=C/c1ccc2ncccc2c1,-5.5,5.5,-7.4,2.2,-13.0,-12.8,-2.2,-52.5,-12.2,x
Cn1cc(/C=C/C(=O)N2CCCC(C(=O)c3ccc(C(C)(C)C)cc3)C2)cn1 (stereo not drawn),0.8,5.0,6.2,-7.3,-16.1,1.7,3.6,-22.6,0.0,-5.0
SMILES,GSK3B inh,HSP90 refold inh,Platelet DG rel,GSK3A inh,KLF5 inhibitor,HSF-1 act,IEC-6 cytotox,aSyn UTR inh,HSF1 inh,Dyrk1A ADPGlo
Cc1cccc(C)c1OCc1cc(C(=O)N2CCN(c3ccccc3)CC2C)no1 (stereo not drawn),1.8,1.7,-4.5,-1.4,-8.5,-0.9,-2.4,0.4,7.1,x
Clc1cccc(CNc2nc(-c3cccnc3)nc3ccccc23)c1,1.9,6.5,5.9,x,-6.3,23.3,5.8,14.6,7.2,-3.3
CCN(CC)CC(=O)NCC1(c2ccccc2)CCOCC1,-0.9,4.2,-9.1,4.5,-22.6,-1.1,-4.9,7.4,-4.9,3.8
Nc1nonc1C(=O)NCCNCc1cc(Br)ccc1OCc1ccc(F)cc1,-0.1,3.8,-0.6,-0.1,-3.9,10.9,-2.5,7.8,1.9,2.3
Cc1ccc(C(=O)c2cc([N+](=O)[O-])ccc2N2CCN(C)CC2)cc1,0.3,-2.2,2.1,-2.3,15.0,-4.8,44.1*,u,-1.7,3.9
COC(=O)C(NC(=O)C(NC(=O)c1ccccc1)C(C)C)C(C)C (stereo not drawn),1.3,4.3,0.1,x,-11.1,11.2,0.9,-17.2,-9.3,-4.3
O=C(N/N=C/c1ccoc1)c1ccccc1Br,-4.0,4.1,-5.9,-1.1,-14.6,-1.9,4.6,-11.0,-9.2,4.0
COc1ccc(NS(=O)(=O)c2ccc(N3CCOCC3)c(NC(=O)c3ccccc3Cl)c2)cc1,-2.7,-3.4,-22.6,1.2,6.4,12.8,2.2,15.1,12.2,-5.3

# Only part of the results is shown (hit frequency here may not be typical).
